Screening data deposited in PubChem BioAssay by Dana-Farber Cancer Institute and Novartis Institutes for BioMedical Research (Cambridge, Mass).
USP10 block = blocks human USP10 ubiquitin-rhodamine cleavage; 47,000 tested, 1.1% active; Q14694; purified USP10, Ub-rhodamine fluorescence, 60 min; inhibition, % at 20 µM
USP17 block = inhibitors of human USP17 deubiquitinase. A8MUK1. purified USP17, Ub-rhodamine cleavage fluorescence, 3 h. inhibition, % at 50 µM. 47,000 tested, 6.5% active. AID 1645855
USP28 inh = blocks human USP28 ubiquitin-rhodamine cleavage; Q96RU2; purified USP28, Ub-rhodamine cleavage fluorescence, 30 min; inhibition, % at 25 µM; 47,000 tested, 3% active; AID 1645857
USP8 inh = blocks human USP8 ubiquitin-rhodamine cleavage | P40818 | purified USP8, Ub-rhodamine cleavage fluorescence, 30 min | inhibition, % at 20 µM | 47,000 tested, 4.2% active
USP7 block = inhibitors of human USP7 deubiquitinase; AID 1645854; purified USP7, Ub-rhodamine cleavage fluorescence; Q93009; 47,000 tested, 0.3% active; inhibition, % at 20 µM
Target sequence (Q93009 whole entry, looked up): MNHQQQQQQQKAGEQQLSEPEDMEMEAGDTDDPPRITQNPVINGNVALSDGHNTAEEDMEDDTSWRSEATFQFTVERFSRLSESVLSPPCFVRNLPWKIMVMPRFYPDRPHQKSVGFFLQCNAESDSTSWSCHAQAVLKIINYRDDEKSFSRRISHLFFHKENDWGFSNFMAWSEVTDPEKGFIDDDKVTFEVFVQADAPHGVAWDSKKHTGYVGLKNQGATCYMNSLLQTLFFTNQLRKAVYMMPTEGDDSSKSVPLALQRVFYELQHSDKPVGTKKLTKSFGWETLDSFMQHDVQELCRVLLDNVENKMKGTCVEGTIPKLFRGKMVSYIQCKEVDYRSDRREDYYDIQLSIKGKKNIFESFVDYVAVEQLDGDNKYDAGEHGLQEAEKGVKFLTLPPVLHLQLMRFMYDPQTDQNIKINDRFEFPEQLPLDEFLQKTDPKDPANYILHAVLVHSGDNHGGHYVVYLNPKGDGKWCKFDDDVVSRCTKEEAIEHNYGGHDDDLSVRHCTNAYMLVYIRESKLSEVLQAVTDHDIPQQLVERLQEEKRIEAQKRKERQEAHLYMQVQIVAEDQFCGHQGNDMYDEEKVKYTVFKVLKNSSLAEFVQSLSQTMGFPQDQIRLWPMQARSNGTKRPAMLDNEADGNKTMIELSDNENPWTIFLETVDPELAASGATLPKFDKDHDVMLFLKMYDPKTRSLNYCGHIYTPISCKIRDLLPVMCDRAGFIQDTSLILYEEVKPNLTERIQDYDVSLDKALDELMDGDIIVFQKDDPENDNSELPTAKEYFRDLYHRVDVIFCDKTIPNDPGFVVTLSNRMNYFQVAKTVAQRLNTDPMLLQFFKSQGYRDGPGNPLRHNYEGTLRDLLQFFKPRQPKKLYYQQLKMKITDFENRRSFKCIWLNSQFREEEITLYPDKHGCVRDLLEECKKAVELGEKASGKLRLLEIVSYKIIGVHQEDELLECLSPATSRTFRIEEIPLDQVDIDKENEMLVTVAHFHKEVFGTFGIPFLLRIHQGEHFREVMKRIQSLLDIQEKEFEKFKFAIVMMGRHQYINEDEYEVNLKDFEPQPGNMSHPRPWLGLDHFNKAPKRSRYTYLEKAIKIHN
OTUD3 inh = human OTUD3 deubiquitinase inhibition; purified OTUD3, Ub-rhodamine fluorescence, 2 h; inhibition, % at 25 µM; 47,000 tested, 0.7% active; Q5T2D3
USP30 block = human USP30 deubiquitinase inhibition; inhibition, % at 25 µM; Q70CQ3; 47,000 tested, 5.3% active; purified USP30, Ub-rhodamine cleavage fluorescence; AID 1645860
UCHL1 inh = inhibitors of human UCHL1 deubiquitinase | purified UCHL1, Ub-rhodamine cleavage fluorescence | P09936 | inhibition, % at 20 µM | 47,000 tested, 0.2% active
* = called active by the depositor; i = inactive; . = not tested or not shown. Rule as the data show it: active = inhibition above about 30%; inactive = the rest.

smiles | USP7 block | OTUD3 inh | USP10 block | USP8 inh | USP28 inh | UCHL1 inh | USP30 block | USP17 block
CC1CCN(c2ncc3c(n2)CCC(C(=O)NC(C)c2ccccn2)C3)CC1 (stereo not drawn) | -7 | -14 | -8 | -28 | -11 | -6 | -33 | -1
Cc1nc(CC(=O)N2CCCC2c2c(C)nn(C)c2C)cs1 (stereo not drawn) | 1 | 3 | -6 | -5 | -1 | 0 | -16 | -3
CCN(CC)S(=O)(=O)c1ccc(O)c(NC(=O)c2ccc(N3CCOCC3)c([N+](=O)[O-])c2)c1 | 4 | -5 | 7 | 5 | -9 | -1 | -30 | 27
COc1cccc(OCC(=O)NCC(c2ccc3c(c2)CCCN3C)N2CCOCC2)c1 (stereo not drawn) | -9 | -30 | -9 | -6 | -23 | -4 | -96 | .
CN1CCN(c2ccc(CNC(=O)c3ccc4nccnc4c3)cc2)CC1 | 0 | 0 | 0 | -91 | -9 | -4 | 5 | -16
CC1NC(=O)CNC1=O (stereo not drawn) | 1 | 8 | -2 | 2 | 0 | 0 | 30 | 9
CC(C)[C@H](NC(=O)OC(C)(C)C)C(=O)N1CCC(C(=O)NCC2CCC(C(=O)O)CC2)CC1 (stereo partly drawn) | 11 | 10 | 0 | 16 | 4 | 6 | 16 | .
Cc1nc2n(n1)CCN(C(=O)c1cc(-c3cccs3)[nH]n1)C2 | 2 | 0 | 1 | 0 | . | 0 | . | 5
CN(Cc1nc(-c2ccc(OC(F)(F)F)cc2)no1)S(=O)(=O)c1ccc(Cl)cc1 | 11 | 9 | 3 | 1 | 8 | 10 | 4 | 10
COc1ccc(-c2cc(C(C)=O)c(C)n2CCC(=O)Nc2ccc(OC)cc2OC)cc1 | 5 | 8 | 0 | -2 | 0 | 6 | 81* | 33*
CC1(C)CC(=O)C2=C(C1)Nc1ccccc1N(C(=O)CCC(=O)O)C2c1ccc(-c2cccc([N+](=O)[O-])c2)o1 (stereo not drawn) | -44 | 0 | -2 | -87 | 4 | 2 | -42 | -1
CN1CCN(C(=O)C(=O)Nc2ccc(Cl)cn2)CC1 | 2 | 5 | 1 | 19 | 3 | 0 | 10 | 13
Nc1c(-c2ccc3c(c2)OCO3)nc2ccccn12 | -3 | 0 | 0 | -4 | . | 0 | . | 8
Nc1cc(OC(=O)c2ccco2)nn1S(=O)(=O)c1ccc(Cl)cc1 | -5 | 0 | 6 | -77 | 0 | 2 | -35 | -21
COc1ccccc1C(=O)N1CC(=O)N(Cc2cccc(F)c2)CC(O)C1 (stereo not drawn) | 1 | 6 | 2 | 9 | 2 | 3 | 30 | 7
Cc1ccc(C2c3c(oc4ccccc4c3=O)C(=O)N2c2nc3ccc(C(C)C)cc3s2)o1 (stereo not drawn) | 5 | 8 | 5 | 29 | 19 | 0 | 26 | 22
Cc1cccc(N(C)C(=O)c2nn(C)c3c2COc2ccccc2-3)c1 | -5 | 3 | 2 | -9 | -4 | 0 | 0 | -10
CC(C)C(=O)N1CCc2cc(-c3csc(NC(=O)CN4CCc5ccccc5C4)n3)ccc21 | -13 | -33 | -5 | 50* | -27 | -17 | -106 | 23
COCCn1ccc2nc(C)c(C(=O)NCc3ccccc3)cc2c1=O | 2 | 11 | -4 | -2 | 7 | 2 | 16 | 17
CCC(CO)Nc1ncnc2c1cnn2-c1ccc(C)c(C)c1 (stereo not drawn) | -1 | 9 | 1 | 18 | 15 | 3 | 6 | 14
COc1ccc(NC(=O)CCN2C(=O)c3cccnc3Sc3ccccc32)cc1 | 5 | 9 | 1 | -14 | 10 | 2 | 17 | 1
Cc1csc(-c2cc(S(=O)(=O)Nc3ccccc3C)c(C)n2C)n1 | 3 | -9 | 6 | -216 | 0 | 0 | 2 | -2
Cc1ccc(NC(=O)c2cc(-c3ccccn3)nc3c(Cl)cccc23)nc1 | 24 | -13 | -4 | 63* | -17 | -6 | -20 | 18
CC(c1cc2ccccc2o1)N(C)c1ncnc2sccc12 (stereo not drawn) | 6 | 11 | -3 | 18 | 35* | 1 | -7 | 25
Cc1cc(NCC2CCCO2)n2nc(-c3ccc(Cl)cc3)c(C)c2n1 (stereo not drawn) | -2 | -21 | 3 | -12 | -19 | 7 | -17 | -14
CCc1nnc(-c2csc(S(=O)(=O)N3CCCCCC3)c2)o1 | -1 | 6 | 9 | 1 | 10 | 0 | 19 | 5
Cc1cn2c(=O)cc(COc3cccc(C(F)(F)F)c3)nc2s1 | 2 | -2 | 0 | -1 | 0 | 2 | 0 | 14
C=C1C=C(NCc2ccccn2)n2nc3nc(C)cc(C)c3c2N1 | 0 | -7 | -2 | -22 | -4 | 0 | -43 | -15
Cn1ncc(Cl)c1C(=O)Nc1ccc2nc(NC(=O)C3CCCCC3)sc2c1 | 13 | 7 | 19 | 58* | 8 | 3 | 12 | 38*
Cc1cc(C)c(NS(=O)(=O)c2ccc3c(c2)OCC(=O)N3)c(C)c1 | 2 | -5 | 3 | -4 | 10 | 0 | 2 | 0
Cc1ccc(C(=O)Nc2ccc3c(c2)Sc2ncccc2C(=O)N3C(C)C)cc1C | -21 | -67 | -1 | -33 | -28 | -29 | -361 | -50
Cn1cc2c(n1)c(=O)n(Cc1ccc(F)cc1)c(=O)n2CC(=O)Nc1ccccc1F | 0 | -8 | 1 | 3 | -20 | 0 | 5 | 42*
CC(=O)C1=C(C)Nc2nc3ccccc3n2C1c1cccs1 (stereo not drawn) | 3 | 20 | 0 | -1 | 22 | 2 | 49* | 38*
Cc1ccc(Sc2ccc(CN3CCN(C(c4ccccc4)c4ccccc4)CC3)cc2[N+](=O)[O-])cc1 | 3 | 18 | 6 | 4 | 18 | 7 | 21 | 23
Cc1c(C)n(CCCN(C)C)c2ncnc(NCc3ccco3)c12 | 0 | -10 | -7 | -2 | -1 | -1 | -38 | -10
CCc1c(C)nc(N2CCN(c3cccc(OC)c3)CC2)[nH]c1=O | 0 | -7 | 2 | 4 | -8 | 0 | 0 | -7
Cc1ccc(C)n1-c1cc([N+](=O)[O-])ccc1N1CCN(S(=O)(=O)c2cn(C)cn2)CC1 | -1 | 12 | -1 | -95 | 15 | 2 | 12 | 13
O=C(NCc1ccc2c(c1)OCCCO2)c1ccc2c(c1)OCCCO2 | -1 | -4 | 0 | 2 | 1 | 1 | -4 | -3
CNc1nc2c(c(=O)n1Cc1ccccc1)CN(S(C)(=O)=O)CC2 | -2 | -9 | -1 | -7 | -6 | -3 | -4 | -6
O=C(Nc1ccc(N2CCN(C3CCCCC3)C2=O)nc1)c1ccccn1 | -64 | -117 | -11 | -243 | -135 | -66 | i | -132
CC(=O)Nc1ccc(OCC(O)CN2CCCC2)cc1 (stereo not drawn) | 4 | -2 | -1 | 0 | -2 | 0 | 0 | -3
CCC(CC)c1nnc(NC(=O)c2ccc(=O)[nH]c2)s1 | 1 | -3 | -1 | -6 | -6 | -2 | -15 | -8
CS(=O)(=O)c1ccc2nc(N(Cc3cccnc3)C(=O)c3ccc4ccccc4c3)sc2c1 | 7 | 21 | 7 | 63* | 20 | 6 | 52* | 53*
CCOc1ccc(CC(=O)Nc2cccc(N3CCCS3(=O)=O)c2)cc1 | 5 | -7 | 0 | 0 | -3 | 4 | -41 | -22
Cc1nc(SCC(=O)c2c(C)n(C)c3ccccc23)c2oc3ccccc3c2n1 | 3 | 4 | 0 | 2 | 2 | -1 | 0 | -2
Cc1ccc(COc2cc(C(=O)NCc3ccccc3)c3ccccc3n2)cc1 | 0 | -8 | 2 | -26 | -8 | -1 | 1 | -20
Cc1ccccc1NC(=O)CSc1nnc2c3c(c(C#N)c(Nc4ccccc4)n12)CC(C)(C)OC3 | 0 | -14 | 3 | -6 | 8 | 3 | -21 | 13
O=S(=O)(c1ccccc1)n1nc(NCc2cccc(Cl)c2)nc1NCc1cccc(Cl)c1 | 11 | 3 | 13 | -20 | 2 | 0 | 11 | 0
COc1cccc(OCCCn2c(CN(C)C(=O)c3ccco3)nc3ccccc32)c1 | -11 | -9 | -3 | -4 | -7 | -2 | -20 | -2
CN(C(=O)Cn1c(=O)n(CCC(=O)N2CC=C(c3ccccc3)CC2)c(=O)c2ccccc21)C1CCCCC1 | -7 | 24 | 3 | 14 | 20 | 4 | 27 | 18

The results go on:
smiles | USP7 block | OTUD3 inh | USP10 block | USP8 inh | USP28 inh | UCHL1 inh | USP30 block | USP17 block
Cc1cc(C)c(NC(=O)CNc2ccc(C#N)cn2)c(C)c1 | 2 | 5 | -5 | 14 | 2 | 1 | 2 | 14
CCOc1ccc(-c2noc(-c3nn(-c4cccc(OC)c4)ccc3=O)n2)cc1 | 21 | 7 | 8 | 82* | 21 | 21 | 19 | 72*
COC(=O)c1cc2c(ccn2C)n1CC(=O)N1CCOCC1 | -6 | -106 | -8 | -9 | -126 | -4 | i | -156
CC1CCC(NC(=O)c2cc3ccccc3o2)CC1 (stereo not drawn) | 0 | 11 | 1 | 20 | 15 | 1 | 9 | .
Cn1ccnc1C(NC(=O)c1cnc2ccccc2n1)c1ccccc1F (stereo not drawn) | 5 | 15 | -1 | -28 | 5 | 1 | 9 | 0
COc1ccccc1NC(=O)c1ccc(=O)n(Cc2cccc(F)c2)c1 | -4 | 2 | 3 | 0 | 10 | 0 | 9 | 0
Cc1cc(N2CCN(Cc3ccccc3)CC2)n2nc(C)nc2n1 | -2 | -8 | 0 | -1 | -6 | -1 | 8 | -7
COc1cccc(NC(=O)c2nnn(-c3ccccc3)n2)c1 | -11 | -2 | 3 | -3 | 66* | 0 | 0 | -1
CCN1CCc2nc(NC(=O)COc3cc(C(C)C)ccc3C)sc2C1 | -12 | -4 | -5 | 0 | 8 | -9 | -26 | -12
COc1ccc(CN2C(=O)CCC2(C)C(=O)NC2CCCC2)cc1 (stereo not drawn) | 1 | 12 | 0 | 23 | 12 | -1 | 19 | 16
COc1cc2[nH]c3c(N4CCC(C(N)=O)(N5CCCCC5)CC4)ncnc3c2cc1OC | 12 | 7 | 9 | 12 | 19 | 12 | 30* | 11
O=C(Cc1ccc(F)cc1)Nc1cc(-c2ccccn2)no1 | 2 | 7 | 1 | 18 | 20 | 5 | 25 | 13
O=C(N/C(=C/C=C/c1ccccc1)C(=O)N1CCOCC1)c1ccccc1Cl | -2 | -7 | 0 | -14 | -9 | 1 | 0 | -4
CC1=CC[C@]2(C)C[C@@H](O)[C@](O)(C(C)C)C2CC1 (stereo partly drawn) | 5 | -6 | 2 | 6 | 1 | -1 | 32* | 1
CCc1ccccc1S(=O)(=O)NCc1nc(C(=O)N2CCCC2)c(C)o1 | 4 | 7 | 5 | 15 | 9 | 1 | 14 | 5
CC(C)CN1C[C@H]2CCN(c3ncccn3)CC[C@H]2S1(=O)=O | 1 | -3 | 2 | -3 | -4 | 0 | -39 | -24
O=C(Cn1cnc(S(=O)(=O)N2CCc3ccccc32)c1)Nc1cccc(F)c1 | -6 | -2 | 3 | -12 | -1 | -1 | -15 | .
O=C(Cn1c(C(F)(F)F)nc2cc3c(cc21)OCCO3)NCC1CCCO1 (stereo not drawn) | 4 | 1 | 4 | 2 | -8 | 0 | 6 | -8
O=c1c2[nH]c3ccc(Cl)cc3c2ncn1CCN1CCNCC1 | -5 | 2 | -1 | 18 | 13 | 0 | 13 | 3
Cc1cccc(NC(=O)Cn2c(=O)n(Cc3ccncc3)c(=O)c3ncccc32)c1 | -2 | -3 | -3 | -10 | -3 | -4 | -9 | -1
CCc1ccccc1N(CC(=O)N1CCOCC1)S(=O)(=O)c1ccccc1 | -6 | -1 | -1 | -3 | -3 | -1 | 2 | -10
Cc1cc(C)c(CNC(=O)c2cccc3c4c([nH]c23)CCCCC4)c(=O)[nH]1 | -31 | -112 | -6 | -20 | -100 | -20 | -452 | -114
Cc1cc(Nc2cccc(N3CCCCC3)n2)n(-c2ccc(Cl)cc2)n1 | -3 | -24 | -3 | -9 | -33 | -3 | -86 | -28
